Bioassay records (PubChem)
KOR beta-arrestin-1: kappa opioid receptor blockers – cell-based, luminescence, uHTS (AID 1778); KOR beta-arrestin recruitment, luminescence, antagonist mode; higher % means a stronger effect; inhibition, % at 10 µM, or IC50 in µM where a hit was titrated; hit rate 0.091% among 290,000; further: strong numbers were not always called active
KOR beta-arrestin-2: KOR agonists, beta-arrestin recruitment, primary screen, cell-based, luminescence, uHTS (AID 1777); KOR beta-arrestin recruitment, luminescence; higher % means a stronger effect; activation, % at 10 µM; hits with a dose series show EC50 in µM; hit rate 0.02% among 280,000; in the data active means activation above about 50%, passing the limit was not always enough; further: a part of the inactive calls stands beside numbers as strong as those of hits
Yfh1-off respiration: mitochondrial function rescue without frataxin homolog – Friedreich's ataxia, plus single-dose screen, dose response (AID 1465); S. cerevisiae Yfh1-off respiration, WST-1 reduction, 72 h; higher fold induction means a stronger effect; one-dose fold induction at 50 µM; EC50 in µM for titrated hits; hit rate 0.074% among 220,000;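 active means fold induction of absorbance versus untreated yeast above a set limit, then at least 30% activation at any dose in follow-up; inconclusive means repeats straddling the limit, or above it without dose testing; inactive means fold induction below the set limit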;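 further: activators that raise dye reduction in frataxin-depleted yeast; strong numbers were not always called active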
AID2073: inhibitors of Mint1-CaV2.2 protein interaction, biochemical, HTRF (AID 2073) | HTRF protein-protein interaction, Mint1-CaV2.2; higher % means a stronger effect | inhibition, % at 20 µM; hits with a dose series show IC50 in µM | hit rate 0.19% among 290,000; in the data active means inhibition mostly above about 51%, no sharp cut-off; inconclusive means no clear call, values can overlap the other calls; inactive means mostly below about 53%; further: some results filed as inactive read as strong as hits
Dengue-2 NS5 capping: flavivirus cap methylation enzyme inhibition – biochemical, confirmation dose response, primary screen (AID 588689); Dengue-2 NS5 methyltransferase capping enzyme assay, biochemical; higher % means a stronger effect; inhibition, % at 25 µM; hits with a dose series show IC50 in µM; hit rate 0.3% among 340,000; in the data active means a potency from the dose series; inconclusive means inhibition above about 29% without an active follow-up result
HIV fusion peptide: cell-free HIV fusion peptide-binding blockers – biochemical, uHTS, fluorescence dequenching, primary screen (AID 1986); cell-free peptide binding, fluorescence dequenching, 30 min; higher % means a stronger effect; inhibition, % at 20 µM, or IC50 in µM where a hit was titrated; hit rate 0.3% among 290,000; in the data active means inhibition mostly above about 52%, no sharp cut-off; inactive means mostly below about 76%; further: some results filed as inactive read as strong as hits
West Nile antiviral: inhibition of WNV-induced cytopathic effect – cell-based, CPE readout (AID 1621); West Nile virus-infected cells, CPE inhibition; higher % means a stronger effect; hit rate 0.02% among 290,000; one-dose CPE inhibition, % at 10 µM; IC50 in µM for titrated hits; in the data active means a potency from the dose series; inconclusive means CPE inhibition mostly from about 3.7% at the one dose, without a potency; inactive means the rest, 99 in 100 with CPE inhibition below about 2.2%; further: strong numbers were not always called active
NOD1 inhibition: NOD1 signaling inhibitors, primary screen, cell-based, luminescence, uHTS (AID 1578) | NOD1-driven NF-kB luciferase reporter cells, luminescence; higher % means a stronger effect | one-dose inhibition, % at 4 µM; EC50 in µM for titrated hits | hit rate 1% among 290,000; in the data active means inhibition mostly above about 36%, no sharp cut-off; inactive means mostly below about 34%;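 further: HEK-293T reporter cells stimulated with the NOD1 agonist gamma-tri-DAP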
NOD2 inhibition: NOD2 signaling inhibitors, cell-based, luminescence, uHTS, HEK293 (AID 1566); HEK293 NOD2/NF-kB luciferase reporter, luminescence; higher % means a stronger effect; inhibition, % at 4 µM; hits with a dose series show EC50 in µM; hit rate 0.63% among 290,000; further: many of its hits are not listed in these tables
Dengue-2 NS5 capping pilot replicate: also measured in Dengue-2 NS5 capping; calls as there; inhibition, %; measured here: pilot screen replicate inhibition
* marks the source's active call; other numbers are inactive results; i = inactive; ? = inconclusive; · = not tested or not shown; [ ] = remark or other dose. Unless noted, no stated cut-off is given here; in the data, active means inhibition above about 50%; inactive means the rest. This is a subset (hit frequency here may not be typical).

SMILES | KOR beta-arrestin-1 | KOR beta-arrestin-2 | Yfh1-off respiration | AID2073 | Dengue-2 NS5 capping | HIV fusion peptide | West Nile antiviral | NOD1 inhibition | NOD2 inhibition | others
CCC(CC)c1nnc(NC(=O)c2nc3nc(C)cc(C)n3n2)s1 | -30% | -5.2% | i | -2% | -9% | -1.0% | -0.1% | -1% | 3%
CN(C)C=NC(=O)/C(C#N)=C1\CCc2ccccc2N1 | -11% | 4.0% | i | -2% | · | -1.7% | 0.4% | 8% | -7%
NS(=O)(=O)c1ccc(NC(=O)CN2CCN(Cc3ccccc3)CC2)cc1 | 1% | -2.5% | i | -6% | 1% | -2.0% | -0.1% | -8% | 9%
CC(=O)N1CCN(C(=O)c2ccc(OC3CCN(CCc4ccccc4)CC3)cc2)CC1 | -8% | 2.9% | · | -2% | 3% | 0.3% | -0.8% | -18% | 4%
CC(C(=O)NCC1CCCCC1)N1CCN(S(=O)(=O)c2ccccc2F)CC1 (configuration not stated) | -13% | 2.7% | i | 0% | -6% | 0.9% | -1.1% | -43% | 15%
O=C(NC1CCCCCC1)c1ccc2c(=O)n3c(nc2c1)CCCCC3 | -18% | 16% | i | 0% | -1% | -1.5% | 0.0% | -51% | -52%
Cc1ccc(C)c(NC(=S)NC2CC3CCC(C2)N3Cc2ccco2)c1 (configuration not stated) | -22% | 5.7% | i | -10% | -2% | -4.0% | -0.8% | 20% | -2%
COc1ccc(/C=C(\NC(=O)c2cccs2)C(=O)NN)cc1OC | 16% | 1.8% | · | 0% | -10% | -1.3% | -0.1% | 3% | 22%
COc1ccc(N(CC(=O)NCCSCc2ccco2)S(=O)(=O)c2ccccc2)cc1 | -12%[20 µM] | · | i | 13% | -4% | -0.4% | -1.3% | -6% | 10%
Cc1[nH][nH]c(=O)c1C(c1ccc(-c2cccc(C(=O)O)c2)o1)c1c(C)[nH][nH]c1=O | 25%[20 µM] | -2.3% | i | 44% | 21% | 14% | -0.4% | -12% | -7%
Nc1cccc(C(=O)OCC(=O)Nc2cccc3c2C(=O)c2ccccc2C3=O)c1 | -8% | 2.2% | i | 39% | 6% | 3.3% | -0.7% | -3% | 7%
COc1ccc(NC(=O)Cn2nnc(C(=O)NCc3ccccc3)c2N)c(OC)c1 | -14% | -6.6% | i | 2% | -11% | 1.5% | -0.4% | -19% | 13%
O=C(O)c1ccc(N2N=C(c3ccccc3)CC2c2ccccc2)cc1 (configuration not stated) | -54%[20 µM] | 0.9% | · | ? | · | 26% | -0.8% | 62% | 12%
CCc1ccc2c(c1)C(NC(C)=O)C(=O)N2CCN1CCOCC1 (configuration not stated) | -9% | -0.2% | · | 0% | -13% | -0.2% | -0.2% | -8% | -4%
COc1cccc2[nH]c(=O)c(-c3ccccc3)cc12 | 24% | 3.9% | · | 27% | 1% | -0.2% | -1.0% | 5% | -74%
CCCCN(CC)CCCNC(=O)CN1C(=O)CSc2ccc(S(=O)(=O)N3CCOCC3)cc21 | -27% | 6.4% | i | ? | -7% | 0.4% | 0.1% | -26% | -10%
O=C(Nc1nc2ccccc2s1)C1CCN(S(=O)(=O)c2cc([N+](=O)[O-])ccc2Cl)CC1 | 15% | -2.2% | i | 24% | 1% | 2.9% | 2.0% | 15% | 30%
CCOc1ccccc1N(C(=O)Nc1ccc(Cl)cc1)C1=NC(C)CS1 (configuration not stated) | -7% | -1.2% | i | -3% | 6% | -2.3% | -0.2% | -29% | -24%
Cc1cccc(C(=O)NN2S(=O)(=O)c3ccccc3S2(=O)=O)c1 | 6% | -2.8% | i | -10% | 3% | 0.7% | 0.3% | -12% | 15%
Cc1ccc(C(=O)N/N=C/C=C/c2ccccc2)o1 | 16% | 7.5% | i | -9% | -6% | -0.3% | -0.4% | -46% | -5%
CC(=O)c1ccc(N2CCN(S(=O)(=O)c3ccc4c(c3)NC(=O)CC(=O)N4)CC2)cc1 | -23% | 3.1% | · | 33% | 0% | -0.6% | 0.4% | -37% | -2%
O=C1CS/C(=C/C(=O)c2cccc(Cl)c2)N1 | -9% | -0.4% | i | 1% | -9% | 0.0% | 0.2% | -20% | -9%
CCOC(=O)C1=C(N)c2ccccc2CC1C(C)C (configuration not stated) | 8% | -8.8% | i | 7% | -8% | 106% | -0.1% | -3% | 7%
C#CCNC(=O)c1ccc(OCc2ccccc2)cc1Cl | -12% | 1.3% | i | 0% | -5% | -2.8% | -0.5% | 9% | -7%

The closing 3 records of the section above come first, to join the parts.
SMILES | KOR beta-arrestin-1 | KOR beta-arrestin-2 | Yfh1-off respiration | AID2073 | Dengue-2 NS5 capping | HIV fusion peptide | West Nile antiviral | NOD1 inhibition | NOD2 inhibition | others
O=C1CS/C(=C/C(=O)c2cccc(Cl)c2)N1 | -9% | -0.4% | i | 1% | -9% | 0.0% | 0.2% | -20% | -9%
CCOC(=O)C1=C(N)c2ccccc2CC1C(C)C (configuration not stated) | 8% | -8.8% | i | 7% | -8% | 106% | -0.1% | -3% | 7%
C#CCNC(=O)c1ccc(OCc2ccccc2)cc1Cl | -12% | 1.3% | i | 0% | -5% | -2.8% | -0.5% | 9% | -7%
COc1ccc(-n2nc(C(=O)NCC(=O)NCCC3=CCCCC3)c3ccccc3c2=O)cc1OC | 10% | -3.9% | · | -1% | 3% | -0.5% | 0.7% | -24% | 5%
O=C(COC(=O)c1cncc(Br)c1)NC1CCCC1 | 1% | 1.1% | i | 2% | -3% | -0.3% | 1.4% | -27% | 9%
C/C=C/c1ccc(OCCCCN2C(=O)NC(C)(C)C2=O)c(OC)c1 | -19% | 0.0% | i | -7% | 3% | 0.0% | -0.1% | -8% | 9%
COP(C)(=O)c1c(C)nn(-c2ccccc2)c1C (configuration not stated) | -20% | -4.8% | i | 15% | -2% | 1.3% | 0.2% | -11% | 22%
O=C(N/N=C/c1ccc(Br)s1)c1c[nH]c2ccccc12 | -57% | 2.7% | i | -1% | -1% | 1.4% | 0.8% | -5% | 11%
O=C(NC1CCN(C(=O)C2CCCCC2)CC1)c1ccccc1 | 29% | -5.0% | i | 7% | 2% | 1.1% | -0.4% | -15% | -9%
CC1CCCN(CCCNC(=O)c2cn(C)c3ccc(S(=O)(=O)N(C)C4CCCCC4)cc3c2=O)C1 (configuration not stated) | 27% | -1.1% | · | ? | -4% | 15% | -0.1% | -20% | 11%
Cc1nn(CC(=O)Nc2nccs2)c(C)c1[N+](=O)[O-] | 0% | -4.3% | i | 2% | 1% | -1.2% | -0.6% | -34% | -8%
CC(=O)c1ccc(OCC(O)Cn2nnc3ccccc32)cc1 (configuration not stated) | 34% | 0.4% | i | 8% | 0% | -1.1% | -0.5% | 0% | -18%
Cc1cccc(OCC(=O)OCC(=O)N2CCN(C(=O)c3ccco3)CC2)c1C | 15% | 3.2% | · | -4% | -4% | 0.4% | 1.2% | -27% | -11%
CCOC(=O)C1CCCCN1Cc1cccc(C(F)(F)F)c1 (configuration not stated) | -16% | 9.0% | i | ? | -3% | -2.2% | 0.7% | 10% | 4%
COC(=O)c1cc(C(=O)c2cc(Cl)ccc2O)coc1=N | -10% | -3.6% | i | 16% | 3% | 4.6% | -0.6% | -4% | -8%
O=C1CCC(=O)N1c1cccc(OS(=O)(=O)c2ccccc2)c1 | 20% | 0.9% | i | -11% | -3% | 1.3% | 0.3% | 8% | 18%
O=c1[nH]n(-c2cccc(Cl)c2)c2ncccc12 | -14% | 0.4% | i | 18% | -2% | 3.3% | 0.5% | -14% | 7%
CCOc1ccc(N(CC(=O)Nc2cccc(F)c2)S(=O)(=O)c2c(C)noc2C)cc1 | 11% | 10% | i | -7% | 1% | 2.7% | -0.7% | 20% | 14%
CS(=O)(=O)N(CC(=O)N1CCC(C(N)=O)CC1)Cc1ccc(Cl)c(Cl)c1 | -33%[20 µM] | 1.2% | · | -8% | -1% | 2.0% | -0.6% | -27% | -10%
CN(Cc1c(C(=O)N/N=C/c2ccc(F)cc2)nnn1-c1nonc1N)C1CCCCC1 | -10% | 6.7% | · | -4% | 2% | 2.0% | 0.3% | -29% | 4%
COc1cc(OC)nc(NC(=O)NS(=O)(=O)c2ccccc2Cl)n1 | -27% | 2.4% | i | 0% | -4% | 1.1% | -0.5% | 8% | 16%
CCCn1nnnc1NCc1ccc(N2CCCC2)cc1 | 13% | -3.7% | i | -8% | -1% | -1.3% | -1.2% | -12% | 15% | Dengue-2 NS5 capping pilot replicate=-5.5
COc1ccc(NC(=O)COc2ccc3oc(=O)cc(C)c3c2)cc1 | 5% | 2.5% | i | 10% | -2% | 0.2% | 2.2% | -5% | 8%
COc1ccc(CC(=O)NCc2n[nH]c(=S)n2-c2ccc(Br)cc2)cc1 | 27% | -3.8% | i | 19% | -3% | 2.8% | -0.6% | -24% | -4%
CCOc1ccc(OCC)c(S(=O)(=O)n2cc(C)nc2CC)c1 | -53%[20 µM] | 0.1% | i | -10% | -3% | 0.0% | -0.9% | -17% | 10%
CC1CC(OC(=O)C(O)c2ccccc2)CC(C)(C)N1C (configuration not stated) | 32% | -1.9% | i | 0% | -4% | -0.2% | 0.1% | -6% | -23%
COc1cc(C(c2c(C)[nH][nH]c2=O)c2c(C)[nH][nH]c2=O)ccc1OC(=O)c1cccc([N+](=O)[O-])c1 | 24% | -5.0% | i | 1% | 4% | -1.7% | 1.6% | -6% | 13%
CC(=O)N1c2ccc(S(=O)(=O)N3CCCC3)cc2CC1C(=O)NCc1cccc(F)c1 (configuration not stated) | -3% | -2.3% | · | 6% | -7% | -1.4% | 0.1% | -23% | 5%
Cc1nn(CC(=O)NCc2cccc3ccccc23)c(=O)c2ccccc12 | -33% | 7.4% | i | 13% | 1% | -2.0% | 0.7% | 5% | -3%
Cc1cccc(N2C(=O)CC(N3CCN(c4ccccc4)CC3)C2=O)c1 (configuration not stated) | -3% | 2.0% | i | -3% | 2% | -3.3% | 0.3% | 20% | -4%
Cn1c(SCC(=O)NNC(=O)c2ccc(Br)cc2)nnc1-c1cccnc1 | 9% | -0.6% | i | 4% | -7% | -1.5% | 0.5% | -21% | 9%
CCN(CC)c1ccc(C(=O)NNC(=O)CCl)cc1 | -13% | 5.1% | i | -14% | -3% | -1.7% | -0.5% | -15% | -27%
CCOc1cc2c(cc1/C=C1/NC(=O)N(CC(=O)OC)C1=O)OCO2 | 5% | -3.6% | i | -7% | -9% | 4.0% | -0.2% | -40% | 1%
CCOc1ccc(NC(=O)N(C2CCCCC2)C(C)c2ccncc2)cc1 (configuration not stated) | -4% | 6.0% | i | 0% | 1% | 0.0% | -0.1% | 3% | -19%

Among those listed so far, these have a thiophene ring, fused or not.
SMILES | KOR beta-arrestin-1 | KOR beta-arrestin-2 | Yfh1-off respiration | AID2073 | Dengue-2 NS5 capping | HIV fusion peptide | West Nile antiviral | NOD1 inhibition | NOD2 inhibition | others
COc1ccc(/C=C(\NC(=O)c2cccs2)C(=O)NN)cc1OC | 16% | 1.8% | · | 0% | -10% | -1.3% | -0.1% | 3% | 22%
O=C(N/N=C/c1ccc(Br)s1)c1c[nH]c2ccccc12 | -57% | 2.7% | i | -1% | -1% | 1.4% | 0.8% | -5% | 11%
